# Source: PubChem BioAssay (National Center for Advancing Translational Sciences (NCATS))
# L3MBTL1 block = blocks human L3MBTL1; Q9Y468; AlphaScreen L3MBTL1–H3K9me1 peptide binding; Potency, µM (doses to about 57.1 µM), inactives show at the top dose activity, negative = inhibition, most hits filed as inhibitors; 230,000 compounds, 0.66% hits; active = well fitted inhibition curve with a large enough effect; inconclusive = small, poorly fitted or top-dose-only effect; inactive = no such curve, though single readings can be large or run the other way; note: nearly all actives have a fitted effect of over 60% in size
# Target sequence (Q9Y468 whole entry, looked up): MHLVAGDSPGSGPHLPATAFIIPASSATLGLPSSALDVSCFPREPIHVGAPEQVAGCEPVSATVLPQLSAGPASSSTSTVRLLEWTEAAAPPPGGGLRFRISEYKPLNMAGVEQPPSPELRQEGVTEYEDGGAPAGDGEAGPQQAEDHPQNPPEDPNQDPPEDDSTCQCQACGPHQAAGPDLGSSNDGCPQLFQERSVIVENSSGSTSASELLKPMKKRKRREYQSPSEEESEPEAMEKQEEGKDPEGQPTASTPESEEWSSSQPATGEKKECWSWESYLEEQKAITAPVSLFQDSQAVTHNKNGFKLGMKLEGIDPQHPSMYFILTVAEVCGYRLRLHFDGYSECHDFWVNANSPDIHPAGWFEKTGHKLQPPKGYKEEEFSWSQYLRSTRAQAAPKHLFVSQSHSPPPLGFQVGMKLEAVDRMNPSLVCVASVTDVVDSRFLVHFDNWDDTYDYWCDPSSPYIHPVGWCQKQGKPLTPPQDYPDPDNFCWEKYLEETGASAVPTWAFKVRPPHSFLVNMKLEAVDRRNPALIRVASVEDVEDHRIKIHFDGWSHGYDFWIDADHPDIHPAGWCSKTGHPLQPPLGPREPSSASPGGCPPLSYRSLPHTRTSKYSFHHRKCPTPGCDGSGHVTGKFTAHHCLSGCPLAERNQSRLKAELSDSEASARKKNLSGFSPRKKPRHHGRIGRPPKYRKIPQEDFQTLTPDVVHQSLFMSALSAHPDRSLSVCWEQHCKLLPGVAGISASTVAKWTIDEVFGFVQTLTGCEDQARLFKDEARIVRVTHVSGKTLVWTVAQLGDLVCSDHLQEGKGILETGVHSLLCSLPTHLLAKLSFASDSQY
#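 First, the protein-peptide complex forms for 30 min at room temperature (L3MBTL1 50 nM, biotinylated H3K9me1 peptide 75 nM). Next, compounds are pin-transferred and incubated 30 min. Finally, AlphaScreen beads are added and read after 30 min.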
# An asterisk follows results filed as active; ? = inconclusive; & = joins results of further samples; [ ] = dose if it differs, or a comment. % is set by controls: 0 for no effect and ±100 for the full control effect; potency is the fitted concentration of half-maximal effect.
SMILES,L3MBTL1 block
COc1ccccc1NS(=O)(=O)c1cccc(C(=O)N2CCCCCC2)c1,-7.6%
O=S(=O)(NCc1ccccc1Br)c1ccccc1Br,3.8%
C=C(C)C(O)Cc1c(OC)ccc(C(=O)/C=C/c2ccc(O)cc2)c1O (centres undefined),-12.6%
CCOC(=O)c1nn(-c2ccccc2)c(=O)cc1OCC(=O)Nc1cc(C)ccc1OC,0.9%
C=CCN(Cc1cccs1)C(=O)COc1ccc2c(c1)OCO2,-10.1%
CC1CCCN(C(=O)COC(=O)Cn2cnc3ccccc32)C1 (centres undefined),3.3%
Oc1cc(NCCc2cccnc2)cc2cccnc12,28.2µM*
Cc1[nH]c2ccc3ccccc3c2c(=O)c1C/C=C/Cl,-5.4%
NC(=O)c1cc(NC(=O)COC(=O)CCCN2C(=O)c3cccc4cccc(c34)C2=O)cc(C(N)=O)c1,2.6%
Cn1cncc1C#Cc1c(-c2ccsc2)sc2ccccc12,-26.3%
C=CCOc1ccc(/C=C/C(=O)OCC(=O)NCc2cccc(OC)c2)cc1,7.0%
Oc1ccc(Cl)cc1CNCc1ccc(F)cc1,6.7%
CN(C)CCCNC(=O)/C(=C/c1ccc(-c2ccc([N+](=O)[O-])cc2)o1)NC(=O)c1ccccc1,2.4%
COc1ccc(N2CCN(CC(=O)NCc3ccc(Cl)cc3)CC2)cc1,2.5%
CSCC[C@H](NC(=O)c1cccc(S(=O)(=O)N2CCN(C)CC2)c1)c1nc2ccccc2[nH]1,-4.2%
O=C(Nc1ccc(N2CCCCC2)cc1)c1cc(S(=O)(=O)N2CCOCC2)ccc1F,-5.3%
COc1ccc(CN2CCN(C(=O)CCC(=O)c3ccc(C)s3)CC2)cc1OC,-21.4%
CCn1c(=O)c(C(=O)Nc2ccccc2)c(O)c2ccccc21,8.2%
O=C(NCC(c1cccs1)N1CCOCC1)c1cc2ccccc2oc1=O (centres undefined),-3.7%
CCOC(=O)c1ccc(NC(=O)Cc2cccs2)cc1,2.9%
O=C(COC(=O)c1cnccn1)Nc1ccc(Cl)cn1,-6.1%
CN(CC(=O)NCCc1ccc(S(N)(=O)=O)cc1)CC(=O)Nc1ccc(F)c(F)c1F,0.1%
COc1cc(C(=O)Nc2ccc3c(c2)CCCN3C(=O)c2ccco2)c([N+](=O)[O-])cc1OC,-3.7%
CC(C)[C@H](NC(=O)C1CCN(C(=O)[C@@H]2CCCN2)CC1)C(=O)NCc1ccc(F)cc1,-0.1%
COc1ccc(C2=CCC3CCCCN3C2)cc1OC (centres undefined),-1.4%
CCn1c(Oc2ccccc2)nc2c1c(=O)n(C)c(=O)n2C,-3.0%[2.29 µM]
O=C(NCC1COc2ccccc2O1)c1cccc(S(=O)(=O)N2CCOCC2)c1 (centres undefined),1.6%
COC(=O)c1ccc(CNC(=O)COC(=O)c2cccs2)cc1,4.2%
Cc1ccc([N+](=O)[O-])cc1S(=O)(=O)Nc1cccc(-c2ccc(N3CCOCC3)nn2)c1,5.1%
Cc1ccccc1C(=O)N1CCC(C(=O)Nc2cccc(S(=O)(=O)N3CCCCC3)c2)CC1,-4.4%
COc1cc(CN2CCCN(C)CC2)c([N+](=O)[O-])cc1OC,2.7%
COc1cc(OC)c(C(=O)Nc2cc(Cl)ccc2-n2cncn2)cc1OC,-4.0%
Cc1ccc(S(=O)(=O)CCC(=O)OC(C)c2nnc(-c3cccs3)o2)cc1 (centres undefined),-3.0%
CS(=O)(=O)N(CC(=O)N1CCOCC1)c1ccc(Cl)cc1,4.6%
Cc1ccc2c(CC(=O)NNC(=O)c3ccncc3)coc2c1,-2.4%
Cc1c(C)c2c(OCC(=O)N[C@@H](C(=O)O)c3ccccc3)cc3c(c2oc1=O)CCC(C)(C)O3,-7.6%
CN(CC(=O)Nc1ccccc1Cl)C(=O)c1cc(-c2cccs2)nn1-c1ccccc1,-4.1%
Cc1nn(-c2ccccc2)nc1C(=O)OCC(=O)N1CCCCC1C (centres undefined),9.0%
Cc1ccccc1CC(=O)N1CCCc2ccccc21,-2.3%
CCOc1ccc(NC(=O)CN(C)C(=O)C2(c3ccccc3)CC2)cc1OCC,-1.3%
COc1cc(CNc2ccc3[nH]c(=O)[nH]c3c2)ccc1OCc1ccccc1,-2.9%
CC(=O)Nc1ccc(S(=O)(=O)NCCC(=O)OCC(=O)c2ccc(Br)cc2)cc1,13.5%
O=C(CSc1nncs1)NNC(=O)c1ccccc1Br,2.7%
CC(OC(=O)c1cc(=O)[nH]c2ccccc12)C(=O)NCc1ccccc1 (centres undefined),5.3%
O=C(O)CSC1CC(=O)N(c2ccc(Br)cc2)C1=O (centres undefined),-2.3%
Fc1ccc2cnc(C3=CCCCC3)cc2c1,10.8%
CC(C(=O)OCC(=O)N1CCCCC1)N1C(=O)c2ccccc2C1=O (centres undefined),-0.2%
CCOc1ccc(CCNC(=O)COn2nnc3ccc(S(=O)(=O)N4CCOCC4)cc32)cc1OCC,0.3%
Cc1ccc(SCCOCCN2CCOCC2)cc1,-13.4%
CCc1c(C)nc(N2CCN(c3ccc(Cl)cc3)CC2)[nH]c1=O,0.5%
CCCC(=O)N1CCN(c2nnc(-c3ccccc3)c3ccccc23)CC1,-8.5%
CCOc1ccc(Br)cc1C(=S)N1CCCC1,-7.5%[2.29 µM]
Cc1cccc(OCCCC(=O)Nc2ccc(Cl)c(S(=O)(=O)N3CCOCC3)c2)c1,2.2%
O=C(O)c1ccc(NC(=O)C2C3CCC(O3)C2C(=O)O)cc1 (centres undefined),5.5%
COc1ccc(-c2n[nH]c(=S)n2-c2ccc(C)cc2)cc1OC,-0.9%
COc1ccc2oc(C(=O)OCC(=O)N3CCCCC3C)c(C)c2c1 (centres undefined),-1.8%
COc1ccc(C(=O)COC(=O)Cc2c[nH]c3ccccc23)c(OC)c1,-3.3%
Cc1cccc(-c2nc(CC(=O)Nc3cccc(S(=O)(=O)NC4=NCCC4)c3)cs2)c1,-3.7%
CCCCN(C(=O)C1CCCC1)C1CCS(=O)(=O)C1 (centres undefined),-10.3%
COc1cc(NC(=O)Cc2ccc(S(=O)(=O)N3CCOCC3)s2)c(OC)cc1Cl,-8.0%

# Random excerpt: five compounds from above.
SMILES,L3MBTL1 block
COc1cc(NC(=O)Cc2ccc(S(=O)(=O)N3CCOCC3)s2)c(OC)cc1Cl,-8.0%
C=CCN(Cc1cccs1)C(=O)COc1ccc2c(c1)OCO2,-10.1%
COc1ccc(CN2CCN(C(=O)CCC(=O)c3ccc(C)s3)CC2)cc1OC,-21.4%
Oc1ccc(Cl)cc1CNCc1ccc(F)cc1,6.7%
CCOc1ccc(CCNC(=O)COn2nnc3ccc(S(=O)(=O)N4CCOCC4)cc32)cc1OCC,0.3%

# Next section:
SMILES,L3MBTL1 block
CCC/C(=C1/c2ccccc2C(=O)N1c1ccccc1)c1cnc(OC)nc1,22.4%
CCOc1ncccc1C(=O)OCC(=O)NCCCc1ccccc1,-0.7%
Cc1ccc(C)c(NC(=O)C(CC(=O)O)C2CCCO2)c1 (centres undefined),4.4%[2.29 µM]
Cc1ccc(-c2nc3ccccc3c(=O)o2)cc1,0.3%
Fc1cccc(CNc2ncnc3ccc(-c4ccc5c(c4)OCO5)cc23)c1,-4.7%&0.3%
CC(NC(=O)CN1CCOCC1)c1ccccc1 (centres undefined),-3.4%
Cc1cc(C(=O)N2CCc3ccccc3C2)on1,2.1%
CC1(C)CC(=O)C=C(c2ccc(-c3ccccc3)cc2)C1,-1.4%
Cc1cc(C(=O)Nc2ccc(Nc3ccccc3)cc2)ccc1[N+](=O)[O-],-2.7%[2.29 µM]
O=S(=O)(c1ccc2oc(=S)[nH]c2c1)N1CCOCC1,0.7%
CN(C)S(=O)(=O)c1ccc(C(=O)OCCN=C2NS(=O)(=O)c3ccccc32)cc1,0.9%
CCOC(=O)c1cnc2c(C)cccc2c1NCCCN1CCOCC1,0.0%
COc1cccc(CNC(=O)CCC(=O)n2ncc3cc(C)ccc32)c1OC,-4.6%
Cc1c(CCOC(=O)c2ccc(Cl)cc2Cl)sc[n+]1CC(=O)c1ccccc1,-5.1%
O=C(O)CSc1nnc(-c2ccc(Cl)cc2)n1-c1ccccc1,8.2%
O=C(NNC(=O)C12CC3CC(CC(Br)(C3)C1)C2)c1ccccc1F,-5.8%
CC1=CC(c2ccccc2)=NS(=O)(=O)N1,-2.9%
CCOc1ncccc1C(=O)OCC(=O)N(CC(C)C)c1c(N)n(Cc2ccccc2)c(=O)[nH]c1=O,5.6%
C=CCN(c1ccccc1)S(=O)(=O)c1cccc(C(=O)Nc2ccc(N3CCOCC3)cc2)c1,-21.3%
O=C(CNC(=O)c1cccc(S(=O)(=O)N2CCc3ccccc32)c1)Nc1ccc(F)c(F)c1F,-10.1%
Cc1cccc(C)c1NC(=O)CNC(=O)C(C)NC(C)c1ccccc1Br (centres undefined),4.6%
CC(C)N(C(=O)[C@H]1C[C@H](CC(=O)NCc2ccco2)C(=O)N2CCc3c([nH]c4cc(-c5ccco5)ccc34)[C@]12C)C(C)C,?
O=C(CNC(=O)c1ccco1)OCc1ccccc1F,-1.8%
O=C(NCCC1CCCCN1S(=O)(=O)c1ccccc1)C(=O)Nc1ccccc1 (centres undefined),2.9%
COc1ccccc1NS(=O)(=O)c1cccc(C(=O)NCC(c2ccco2)N(C)C)c1 (centres undefined),7.7%
O=C(O)c1ccccc1NS(=O)(=O)c1ccc(NN=Cc2cccc(Cl)c2)c([N+](=O)[O-])c1,-25.6%
CCOC(=O)[C@@H]1[C@H]2COc3cc(OC)ccc3[C@H]2N2C(=O)N(c3ccc(C(F)(F)F)cc3)C(=O)[C@@]12C,-1.5%
NC(=O)C1CCN(CC(=O)Nc2ccc3c(c2)OCCO3)CC1,-9.7%
CCOC(=O)C1=C(C)Nc2ccccc2N/C1=N\S(=O)(=O)c1ccccc1,3.5%
COc1ccccc1-c1coc2c(CN(C)C)c(O)ccc2c1=O,0.2%
O=C(COC(=O)c1cc(=O)c2ccccc2o1)Nc1cc(Cl)ccc1Cl,3.8%
Cc1ccc(OCC(=O)Nc2cccc3ccccc23)c([N+](=O)[O-])n1,-2.6%
CC(=O)NC(CC(=O)Nc1cccc(S(=O)(=O)N2CCOCC2)c1)c1ccccc1 (centres undefined),-3.1%
COc1ccc(NC(=O)CCCC(=O)NCCc2ccc(OC)c(OC)c2)cc1,4.6%
CCC(C)n1c(SCC(=O)NC2CCCC2)nc2ccccc2c1=O (centres undefined),-3.6%
Cc1ccc(C)c(OCCC(=O)N(C)CC(=O)Nc2c(C)cccc2C)c1,2.3%
CC(=O)c1cccc(NC(=O)c2cc(-c3ccncc3)nc3ccccc23)c1,-6.9%
O=C(CN1CCc2ccccc2C1)Nc1cccc(S(=O)(=O)N2CCOCC2)c1,-2.2%
O=C(NC1CC1)c1cccc(NC(=O)c2cnn(-c3ccccc3)n2)c1,-1.5%
CN(C)S(=O)(=O)c1ccc(N2CCCC2)c(C(=O)NC2CCCCC2)c1,1.8%
COc1ccc(C(=O)NCC(=O)OCc2c(Cl)cccc2Cl)cc1OC,2.0%
CCOc1ccc(NC(=O)c2cc([N+](=O)[O-])ccc2N2CCOCC2)cc1,-5.7%
CCN1C(=O)[C@H]2[C@@H](c3ccc(-c4cccc(Cl)c4)c(OC)c3)N[C@@](CC(C)C)(C(=O)OC)[C@H]2C1=O,-12.2%
Cc1ccc(C(CNS(=O)(=O)c2cc(F)ccc2F)N2CCN(C)CC2)cc1 (centres undefined),-8.3%
CSCCC(NC(=O)c1ccco1)C(=O)NCCc1ccc(Cl)cc1 (centres undefined),-10.0%
CC(C)(C)NC(=O)C[C@H]1C[C@H](C(=O)N2CCCCC2)[C@@]2(CCc3ccccc3)c3[nH]c4cc(-c5ccco5)ccc4c3CCN2C1=O,-6.5%
CC(NC(=O)CCc1c[nH]c2ccccc12)c1ccccc1 (centres undefined),-1.4%
Cc1ccc(C2=NN(C(=O)CCCC(=O)O)C(c3ccc4c(c3)OCO4)C2)cc1 (centres undefined),-1.3%[2.29 µM]
CN(Cc1c(F)cccc1Cl)C(=O)CNC(=O)c1ccc2c(c1)OCO2,2.0%
O=[N+]([O-])c1cc2c(cc1CN1CCN(CCOCCO)CC1)OCO2,1.5%
CCN1C[C@@H]2[C@@H]3C(=O)N(Cc4ccccc4)C(=O)[C@@H]3[C@](Cc3ccccc3)(C(=O)OC)N2C1=NC,1.6%
CCN(C(=O)COC(=O)c1nc2nc(C)cc(C)n2n1)C1CCCCC1,0.8%
O=C(CCNC(=O)c1ccc(Br)cc1)NCCCN1CCCC1=O,1.8%
Cc1cc2c(cc1C)C(c1cccc(F)c1)CC(=O)N2 (centres undefined),-4.6%
Cc1ccccc1CN1CCN(c2ccc(S(=O)(=O)N3CCCC3)cn2)CC1,-0.9%
CCOc1ccc(NC(=O)CC(NC(C)=O)c2ccccc2)cc1S(=O)(=O)N1CCCC1 (centres undefined),-2.7%
COc1cccc(CNC(=O)CCC(=O)N2CC(C)Oc3ccccc32)c1OC (centres undefined),7.5%
O=C(NC1C2CCCC1CN(C1CC1)C2)c1ccc(Cl)cc1 (centres undefined),5.9%

# Some of these compounds in order of number of heavy atoms, highest first.
SMILES,L3MBTL1 block
CCN1C[C@@H]2[C@@H]3C(=O)N(Cc4ccccc4)C(=O)[C@@H]3[C@](Cc3ccccc3)(C(=O)OC)N2C1=NC,1.6%
CCOc1ccc(NC(=O)CC(NC(C)=O)c2ccccc2)cc1S(=O)(=O)N1CCCC1 (centres undefined),-2.7%
COc1cccc(CNC(=O)CCC(=O)N2CC(C)Oc3ccccc32)c1OC (centres undefined),7.5%
Cc1ccccc1CN1CCN(c2ccc(S(=O)(=O)N3CCCC3)cn2)CC1,-0.9%
O=C(CCNC(=O)c1ccc(Br)cc1)NCCCN1CCCC1=O,1.8%
CC(NC(=O)CCc1c[nH]c2ccccc12)c1ccccc1 (centres undefined),-1.4%
Cc1cc2c(cc1C)C(c1cccc(F)c1)CC(=O)N2 (centres undefined),-4.6%

# An excerpt; count on the stated rates, not on these rows.
